Compound activity from PubChem BioAssay.
CHT block: inhibits the human high affinity choline transporter. Q9GZV3. CHT-expressing cells, membrane potential dye, choline response; hits give low values. B-score at 10 µM. hit rate 0.86% among 310,000. AID 488975;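 active = B-score over 3 SD under the library average, and starting fluorescence ratio not unusually high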;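 note: choline stimulus applied at its EC90 after an EC20 pre-addition; B-score computed on integrated fluorescence ratio after choline addition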
Target sequence (Q9GZV3 whole entry, looked up): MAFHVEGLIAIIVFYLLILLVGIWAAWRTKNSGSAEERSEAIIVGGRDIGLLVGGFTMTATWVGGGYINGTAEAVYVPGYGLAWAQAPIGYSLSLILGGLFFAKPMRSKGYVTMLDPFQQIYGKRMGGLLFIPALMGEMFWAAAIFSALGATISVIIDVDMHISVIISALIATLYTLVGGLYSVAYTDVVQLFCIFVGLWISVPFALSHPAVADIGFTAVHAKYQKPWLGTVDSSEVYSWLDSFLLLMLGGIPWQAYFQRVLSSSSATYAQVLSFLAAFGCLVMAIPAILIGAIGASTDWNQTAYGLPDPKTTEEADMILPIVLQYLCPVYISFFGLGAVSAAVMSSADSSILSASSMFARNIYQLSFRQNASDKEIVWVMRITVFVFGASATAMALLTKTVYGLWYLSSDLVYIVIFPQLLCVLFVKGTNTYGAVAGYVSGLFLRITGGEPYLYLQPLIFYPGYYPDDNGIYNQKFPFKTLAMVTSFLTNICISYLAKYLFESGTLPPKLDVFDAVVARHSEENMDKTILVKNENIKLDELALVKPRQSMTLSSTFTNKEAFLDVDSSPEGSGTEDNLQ
CHT PAM: allosterically activates the human high affinity choline transporter. Q9GZV3. CHT-expressing cells, membrane potential dye, choline EC20; hits give high values; LV-AA mutant CHT in HEK293 cells. B-score at 10 µM. hit rate 0.49% among 310,000. AID 488977;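 active = initial fluorescence not abnormally high and integrated response B-score, plate-corrected, over 3 SD above library mean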
STK33 kinase inh: blocks human STK33 kinase activity | Q9BYT3 | purified STK33, MBP phosphorylation, ADP-Glo luminescence | inhibition, % at 10 µM | hit rate 0.073% among 320,000;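 active = inhibition at or above 25%, using the most active replicate where run in duplicate; inactive = inhibition below 25%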
Target sequence (Q9BYT3 whole entry, looked up): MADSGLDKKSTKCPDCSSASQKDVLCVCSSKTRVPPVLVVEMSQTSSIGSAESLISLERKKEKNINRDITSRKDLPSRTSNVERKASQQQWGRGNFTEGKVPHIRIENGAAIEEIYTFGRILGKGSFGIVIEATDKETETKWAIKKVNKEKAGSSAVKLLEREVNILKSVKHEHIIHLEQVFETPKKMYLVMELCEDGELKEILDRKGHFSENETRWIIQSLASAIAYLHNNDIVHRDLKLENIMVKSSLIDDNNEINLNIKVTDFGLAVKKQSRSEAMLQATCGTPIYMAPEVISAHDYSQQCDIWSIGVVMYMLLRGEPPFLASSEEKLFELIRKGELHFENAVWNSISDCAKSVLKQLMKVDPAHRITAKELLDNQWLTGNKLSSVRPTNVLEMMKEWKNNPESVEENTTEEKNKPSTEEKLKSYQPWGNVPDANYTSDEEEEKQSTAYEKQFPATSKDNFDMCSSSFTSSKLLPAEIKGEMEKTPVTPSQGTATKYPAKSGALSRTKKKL
Numbers without * were called inactive; i = inactive; x = not tested or not shown.

SMILES | CHT block | CHT PAM | STK33 kinase inh
C=CCn1cc(C(=O)N2CCN(C)CC2)c(=O)c2cc(S(=O)(=O)N3CCCC3)ccc21 | i | i | 0.9
COC(=O)c1ccc(N2OC3(C)C=CC2CC3)cc1 (stereo not given) | i | i | -2.4
Cc1noc(C)c1COc1ccc(C(=O)OCC(=O)NCCN2C(=O)CSC2=O)cc1 | i | i | -0.8
COc1cc(SC)ccc1C(=O)N1CC(C)OC(C)C1 (stereo not given) | i | i | -0.1
O=[N+]([O-])c1ccc(O)c2ncccc12 | i | i | -4.9
N#C/C(=C\c1ccc(-c2cccc(Cl)c2)o1)C(=O)Nc1cccc2cccnc12 | i | i | -1.4
COc1ccc(C(=O)N2c3ccccc3C=CC2C#N)cc1 (stereo not given) | i | i | 0.9
Cc1noc(C)c1S(=O)(=O)NCC(=O)O | i | i | -2.0
CCN1CCN(c2nc(Nc3cccc(F)c3)nc(N)c2[N+](=O)[O-])CC1 | i | i | 1.5
CCOC(=O)c1cc(S(=O)(=O)N2CCc3ccccc32)cn1C | i | i | -1.1
Cc1ccc(C(=O)Nc2ccc(O)cc2C(=O)O)cc1 | i | i | 1.9
CC(C)S(=O)(=O)c1csc(C(=O)NN)c1Cl | i | i | -1.4
Cc1ccc(-c2csc3ncnc(SCc4ccc(C(=O)O)cc4)c23)cc1 | i | i | -0.8
COc1ccc(C)cc1S(=O)(=O)N1CCN(C(=O)c2ncoc2-c2ccccc2C)CC1 | i | i | -0.9
COc1ccc(S(N)(=O)=O)cc1N(C)S(=O)(=O)c1ccccc1 | i | i | -1.8
O=C(O)c1ccc(/C=N/Nc2cccc(C(F)(F)F)c2)cc1 | i | i | -1.4
CCC(=O)Nc1sc2c(c1C(N)=O)CCN(C(C)=O)C2 | i | i | -0.2
O=C(c1ccc(N2CCCS2(=O)=O)cc1)N1CCN(c2ccc(F)cc2)CC1 | i | i | -1.5
O=c1c(C=Nc2ccc(Oc3ccccc3)cc2)c[nH]n1-c1cccc(Cl)n1 | i | i | -1.4
Cc1ccc(Cl)cc1NC(=O)c1cccc(OC(F)F)c1 | i | i | -0.7
COCCn1nnnc1C(c1ccccc1OC)N1CCN(c2ccccc2)CC1 (stereo not given) | i | i | -1.6
Cc1cc(Oc2ccc(=O)n(C)n2)nc(SCC(N)=O)n1 | i | i | 1.4
CCCN1Cc2cccc(C(=O)N3CCN(c4cc(Cl)ccc4C)CC3)c2C1=O | i | i | -1.0
Cc1ccc(Cl)c(OCC(=O)N2CCc3ccccc3C2)c1 | i | i | -2.1
O=c1cc(-c2cccc3ccccc23)[nH][nH]1 | i | i | 1.6
Cc1ccc(SCC(=O)Nc2ccccc2C(=O)N2CCOCC2)cc1 | i | i | 6.1
Cc1ccccc1N/N=C/c1c(C)nc2ccccn12 | -13* | i | -1.0
CCCc1cc(C(=O)NNC(=S)Nc2cccc(C)c2)cs1 | i | i | -0.5
N#CCSc1nc2c(cc1C#N)CCCC2 | i | i | -0.4
Cc1ccc(NC(=O)c2cccc(S(=O)(=O)NCc3ccccc3)c2)nc1 | i | i | -1.3

Reprinted at random: two entries already listed.
SMILES | CHT block | CHT PAM | STK33 kinase inh
CCC(=O)Nc1sc2c(c1C(N)=O)CCN(C(C)=O)C2 | i | i | -0.2
N#CCSc1nc2c(cc1C#N)CCCC2 | i | i | -0.4

Remaining list, next part.
SMILES | CHT block | CHT PAM | STK33 kinase inh
COc1cc(C(=O)N=c2sc3ccccc3n2C)cc(OC)c1OC | i | i | -0.2
O=C(NC1CCCc2ccccc21)c1c(F)cccc1Cl (stereo not given) | i | i | -0.3
O=C(c1cc(-c2ccccn2)nc2ccccc12)N1CCN(c2ncccn2)CC1 | i | i | 0.3
CC1=C(C#N)C(=O)OC(C)(C)C1 | i | i | -1.1
NC(=O)c1ccsc1NC(=O)Cc1ccc([N+](=O)[O-])cc1 | i | i | -0.3
COc1ccc(-c2cc(C(F)F)n3ncc(C(=O)Nc4cc(C)on4)c3n2)cc1 | i | i | -0.8
COc1cccc(NC(=O)c2ccc(-n3cnnn3)cc2)c1 | i | i | -0.4
CCN(CC)CCn1c(SCC(=O)Nc2cccc(OC)c2)nc2c(sc3ccccc32)c1=O | i | i | -1.0
O=C(Nc1ccnn1C1CCN(Cc2cccc(OCCO)c2)CC1)C1CCOC1 (stereo not given) | i | i | -2.1
CCCCCOC(=O)NC1CCS(=O)(=O)C1 (stereo not given) | i | i | 0.0
Oc1c(Br)cccc1/C=N/c1ncn[nH]1 | i | i | 0.1
CCn1c(CNc2cccc(Cl)c2)nnc1SCC(=O)OC1CCCCC1 | i | i | -1.5
Clc1ccc(-c2c[n+](Cc3ccc(Br)cc3)c3n2CCCCC3)cc1 | i | i | -1.8
Cc1ccccc1C(=O)Nc1ccc(O)cc1C(=O)O | i | i | -1.1
Cn1nc(NC(=O)C2CCC2C(=O)O)c2c(F)cccc21 (stereo not given) | i | i | -0.3
O=C(NCc1ccco1)c1ccc(Cl)c(S(=O)(=O)Nc2ccccc2)c1 | i | i | -0.4
Cc1cccc2cc(-c3nc4ccc(C(=O)O)cc4[nH]3)c(=O)oc12 | i | i | 2.2
COc1ccc(/C=N\Nc2ccc([N+](=O)[O-])cc2[N+](=O)[O-])c(C(=O)O)c1OC | i | i | -0.2
COc1cccc(CN2CC(C(=O)N(C)CC3CCOCC3)CCC2=O)c1 (stereo not given) | i | i | 0.4
CCCCCCSc1ncc(C#N)c(N)n1 | i | i | -1.0
Cc1cccc(C(=O)NNC(=O)C2CC2)c1 | i | i | 0.4
COc1ccc2cc(CN(CC3CCCO3)C(=S)NCc3ccco3)c(=O)[nH]c2c1 (stereo not given) | i | i | 1.3
Cn1cc(C2N3CC4(C)CN2CC(C)(C3)C4=O)c2ccccc21 (stereo not given) | i | i | -0.7
Cc1cccc(NC(=O)CN2C(=O)N/C(=C\c3cccn3-c3cccc(C(=O)O)c3)C2=O)c1 | i | i | -0.9
COc1ccc2c(c1)C1(Nc3ccccc3-c3nc4ccccc4n31)C(=O)N2 (stereo not given) | i | i | -0.1
COc1ccc(Br)c(C(=O)NC(C)(C)CO)c1 | i | i | -1.9
O=C(Nc1ccc2oc(-c3ccccc3)nc2c1)c1ccccc1F | i | i | 0.3
Cc1cc(C)n(-c2ccc(C(=O)NCCCN3CCOCC3)cc2)n1 | i | i | -1.6
Cn1c(=O)oc2cc(S(=O)(=O)CCC(=O)NCCc3ccccc3)ccc21 | i | i | 0.7
COc1ccc(O)c(C(=O)c2cnn(C(=O)c3cc(C)oc3C)c2)c1 | i | i | 1.4
O=C(NNC(=O)c1ccncc1)c1ccccc1 | i | i | 0.5
O=c1[nH]c(/C=C\c2cccc(O)c2)nc(O)c1[N+](=O)[O-] | i | i | -16
CC(NC(=O)c1cc2ccccc2o1)c1ccccc1 (stereo not given) | i | i | 0.9
O=C(CN1c2ccccc2S(=O)(=O)c2ccccc21)NCc1ccccc1 | i | i | 1.1
Cc1ccc(N(C(=O)c2snc(C(N)=O)c2N)C(C(=O)NC2CCCC2)c2ccncc2)cc1 (stereo not given) | i | i | 1.2
O=C(N[C@@H](Cc1ccccc1)C(=O)NCCc1c[nH]c2ccccc12)c1ccco1 | i | i | 1.3
C=CCSC1=C(C#N)C(c2ccccc2OCC)CC(=O)N1 (stereo not given) | i | i | 0.9
Cc1ccc(NC(=S)N(N)CCO)cc1 | i | i | -1.4
COc1ccc(N(C(=O)c2ccco2)C(C(=O)NC2CCCC2)c2ccco2)cc1OC (stereo not given) | i | i | -2.3
COc1ccc(C)cc1NC(=O)C1CCN(S(=O)(=O)c2ccccc2)CC1 | i | i | 1.8
COc1ccc(CCN=C(N)NS(=O)(=O)c2cc(F)ccc2F)cc1 | i | i | 0.1
Cc1cc(NC(=O)C2CC2)n(-c2nc3ccccc3s2)n1 | i | i | -1.4
NC(=O)c1nn2c(C(F)(F)F)cc(-c3ccccc3)nc2c1Br | i | i | -0.3
COc1cc(NC(=O)c2ccc3snnc3c2)cc(OC)c1 | i | i | -0.4
Cc1noc(C)c1N=Nc1ccccc1C(=O)O | i | i | 0.2

In another format: 2 of the compounds above
O=C(NNC(=O)c1ccncc1)c1ccccc1
- CHT block: i
- CHT PAM: i
- STK33 kinase inh: 0.5

O=c1[nH]c(/C=C\c2cccc(O)c2)nc(O)c1[N+](=O)[O-]
- CHT block: i
- CHT PAM: i
- STK33 kinase inh: -16

Shown in markdown: four of the compounds above
| canonical_smiles | CHT block | CHT PAM | STK33 kinase inh |
| --- | --- | --- | --- |
| O=C(NCc1ccco1)c1ccc(Cl)c(S(=O)(=O)Nc2ccccc2)c1 | i | i | -0.4 |
| Cc1noc(C)c1S(=O)(=O)NCC(=O)O | i | i | -2.0 |
| COCCn1nnnc1C(c1ccccc1OC)N1CCN(c2ccccc2)CC1 (stereo not given) | i | i | -1.6 |
| CC(NC(=O)c1cc2ccccc2o1)c1ccccc1 (stereo not given) | i | i | 0.9 |

Further structures:
SMILES | CHT block | CHT PAM | STK33 kinase inh
O=C(O)CC(NC(=O)c1ccco1)c1ccco1 (stereo not given) | i | i | 10
O=C(NNc1nc2cc3c(cc2s1)OCO3)c1cccc(F)c1 | i | i | 0.6
Cc1cc(NC(=O)COc2ccc(C)c(C)c2)no1 | i | i | 0.1
CCn1c(SC/C=C/c2ccccc2)nnc1-c1cnccn1 | i | i | -0.6
COC(=O)C1=NN(c2ccccc2)C2C(=O)N(c3ccccc3OC)C(=O)C12 (stereo not given) | i | i | -0.7
Cn1c(CN2CCOCC2)nc2cc(NC(=O)c3ccc(Cl)cc3)ccc21 | i | i | 0.0
CCOc1ccc(/C=N/n2c(COc3ccccc3)n[nH]c2=S)cc1OC | i | i | -0.2
Cc1nc2sc3c(c2c(=N)n1N)CC(C)(C)OC3 | i | 8.4* | -0.5
Cc1ccccc1N1CC(C(=O)N2CC(C)OC(C)C2)CC1=O (stereo not given) | i | i | -1.1
COc1ccc(C)cc1NC(=O)c1cc(S(=O)(=O)N2CCCC2)cn1C | i | i | 0.1
CC1CCCCN1C(=O)CSc1nnc2c(n1)[nH]c1ccc(F)cc12 (stereo not given) | i | i | -0.4
Cc1nn(CC(C)C(=O)N2CCN(S(=O)(=O)c3ccc(Cl)cc3)CC2)c(C)c1C (stereo not given) | i | i | -1.6
NC(=O)c1oc2ccccc2c1NC(=O)c1ccccc1 | i | i | 1.5
Cc1ccc2nc(N3CCC(C(=O)O)CC3)nc(-c3ccccc3)c2c1 | i | i | 0.8
COC(=O)c1sc(NC(=O)c2c(F)cccc2F)c(C#N)c1C | i | i | -0.4

In a second layout: 3 of the compounds above
> COc1cc(C(=O)N=c2sc3ccccc3n2C)cc(OC)c1OC
  CHT block = i	CHT PAM = i	STK33 kinase inh = -0.2

> CCOc1ccc(/C=N/n2c(COc3ccccc3)n[nH]c2=S)cc1OC
  CHT block = i	CHT PAM = i	STK33 kinase inh = -0.2

> Cc1ccc(NC(=S)N(N)CCO)cc1
  CHT block = i	CHT PAM = i	STK33 kinase inh = -1.4

The list goes on:
SMILES | CHT block | CHT PAM | STK33 kinase inh
O=C(CC1S/C(=N/N=C/C=C/c2ccccc2)NC1=O)Nc1ccc(C(=O)O)cc1 (stereo not given) | i | i | -0.6
O=C(NCCC1=CCCCC1)C1CCCN(S(=O)(=O)c2cccnc2)C1 (stereo not given) | i | i | 1.6
O=S1(=O)C[C@H]2NC(=S)N(c3ccccc3)[C@H]2C1 | i | i | 0.1
CCOc1ccc(CN(CCO)CCO)cc1C(=O)OC | i | i | -1.3
CC1CCCC(NC(=S)Nc2ccc(SC(F)F)cc2)C1C (stereo not given) | i | i | -0.3
Cc1cccc(C(=O)OCC(=O)N2CCCC2=O)c1[N+](=O)[O-] | i | i | -1.4
CCCn1c(=O)c(C(=O)NNS(=O)(=O)c2ccc(Cl)cc2)c(O)c2ccccc21 | i | i | -1.2
COc1ccc(S(=O)(=O)NCCc2c[nH]c3ccccc23)cc1OC | i | i | 0.2
CC(C)(C)c1ccc(C(=O)O/N=C(\N)c2ccccc2)cc1 | i | i | 5.6
COc1ccc(N=C2S/C(=C\c3ccc(Cl)c([N+](=O)[O-])c3)C(=O)N2CCN(C)C)cc1 | i | i | 3.8
COc1ccc(OC)c(NC(=O)CSc2nnc(C3CCCCC3)o2)c1 | i | i | -0.6
O=C(CSc1oc(-c2ccco2)nc1S(=O)(=O)c1ccccc1)NCC1CCCO1 (stereo not given) | i | i | -0.2
Cc1ccc(S(=O)(=O)NCC(=O)Nc2ccc(C(F)(F)F)cc2)cc1 | i | i | x
O=c1ccc(N=Nc2ccccc2)ccc1O | i | i | 3.8
CSC(=N/N=C(\N)c1cnccn1)SC | i | i | -4.2
CC(C)(C)OC(=O)N1CCC(C(N)=O)CC1 | i | i | -1.5
COC(=O)C(C#N)c1nc2ccccc2nc1N1CCN(Cc2ccc3c(c2)OCO3)CC1 (stereo not given) | i | i | 0.3
O=C(NN1CCOCC1)c1cccc2ccccc12 | i | i | -1.5
CCCc1c(C(=O)NNc2ccccc2OC)cnn1-c1ccccc1 | i | i | -0.8
Cc1cc(SCCC(=O)O)nc2c(C)cccc12 | i | i | 0.4
c1ccc(-c2nccc(-c3ccco3)n2)nc1 | i | i | -0.4
CCN(CCNC(=O)C1CCN(S(=O)(=O)c2c(C)noc2C)CC1)c1ccccc1 | i | i | -0.4
COc1cc(NC(=O)c2ccco2)ccc1NC(=O)c1ccccc1Cl | i | i | 0.6
CCOC(=O)N1CCC(NC(=O)c2cc3sccc3n2CC)CC1 | i | i | -0.9
O=C(Nc1cccc(NC(=O)c2ccco2)c1)c1ccc2c(c1)OCCO2 | i | i | 1.8
Cc1csc(NC(=O)CSc2nnc(Cc3cccn3C)n2-c2ccc(F)cc2)n1 | i | i | -1.0
COc1ccc(CN2C(=O)c3cccnc3C2=O)cc1S(=O)(=O)N(C)c1cccc(C)c1 | i | i | -0.2
